# PNC assembly inh – blocks assembly of the perinucleolar compartment; PC3M PTB-GFP, PNC prevalence imaging, 16 h; active compounds read low; actives 3.1% (n = 140,000); activity change (PNC), negative = inhibition, % at 10 µM; AID 2417;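 active = readout at or below -70, meaning at least 70% loss of cells showing the perinucleolar compartment, a nuclear body marking cancer cells; inconclusive = readout between -30 and a set limit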;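 also: plate controls were DMSO wells for no effect and camptothecin positive control wells for full effect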
#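 PC3M cells stably expressing PTB-GFP, 750–1000 cells/well, treated 16 h at 37 °C with compound (23 nl of library stock), in duplicate. After paraformaldehyde fixation and Hoechst stain, imaged at 20x; PNC prevalence scored by image analysis.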
# 15-hLO-2 inh – inhibitors of human 15-lipoxygenase 2 (ALOX15B) | O15296 | purified 15hLO-2, xylenol orange hydroperoxide absorbance | Potency, µM (doses to about 57.1 µM), inactives show at the highest dose activity change, negative = inhibition, actives largely listed as inhibitors | actives 0.56% (n = 110,000); also: potency is read from the fitted curve at half-maximal effect; nearly all actives have a fitted effect of over 60% in size; many of its hits are not listed in these tables
#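 Read-out: hydroperoxide product oxidises ferrous iron, measured as xylenol orange complex via the 573-to-405 nm absorbance ratio after 30 min. Reaction: 50 nM enzyme, 15 min compound preincubation, 45 uM arachidonic acid, 90 min RT, Hepes pH 7.5 with Triton X-100.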
# 12-hLO inh – inhibitors of human 12-lipoxygenase (ALOX12) | purified 12-hLO, xylenol orange hydroperoxide absorbance | actives 0.12% (n = 150,000) | Potency, µM (top dose mostly 57.1 µM), without a hit: at the top dose activity change, negative = inhibition, usual class: inhibitors | P18054; also: potency is read from the fitted curve at half-maximal effect; nearly all actives have a fitted effect of over 55% in size; many of its hits are not listed in these tables
# Target sequence (P18054 whole entry, looked up): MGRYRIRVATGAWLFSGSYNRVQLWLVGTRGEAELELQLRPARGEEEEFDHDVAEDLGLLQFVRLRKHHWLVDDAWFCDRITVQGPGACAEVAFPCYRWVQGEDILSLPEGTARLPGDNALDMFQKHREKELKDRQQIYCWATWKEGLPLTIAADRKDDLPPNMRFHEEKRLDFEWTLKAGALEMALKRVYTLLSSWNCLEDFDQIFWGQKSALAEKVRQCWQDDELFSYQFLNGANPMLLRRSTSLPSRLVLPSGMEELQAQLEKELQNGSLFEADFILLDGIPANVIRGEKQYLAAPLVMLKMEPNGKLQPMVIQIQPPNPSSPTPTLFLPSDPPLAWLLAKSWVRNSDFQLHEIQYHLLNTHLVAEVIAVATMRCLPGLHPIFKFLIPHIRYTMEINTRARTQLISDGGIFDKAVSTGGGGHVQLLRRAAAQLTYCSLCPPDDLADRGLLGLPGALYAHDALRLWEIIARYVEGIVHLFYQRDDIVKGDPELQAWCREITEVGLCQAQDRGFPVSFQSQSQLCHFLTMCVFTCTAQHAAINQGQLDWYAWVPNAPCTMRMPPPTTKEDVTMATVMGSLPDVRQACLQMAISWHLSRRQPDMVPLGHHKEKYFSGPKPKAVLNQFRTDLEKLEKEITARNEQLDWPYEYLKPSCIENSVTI
#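 Hydroperoxide output read as Fe(III)-xylenol orange absorbance, 573-to-405 nm ratio, after 30 min reaction with 40 uM arachidonic acid. Enzyme: 150 nM purified human 12hLO, 15 min compound preincubation; 25 mM Hepes pH 7.0, room temperature.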
# IMPase inh – cell-permeable inhibitors of inositol monophosphatase (IMPase) | CHO-M1 cells, IP1 accumulation, HTRF TR-FRET ratio | inhibition (IP1 accumulation), % at 46.1 µM | P97697 | AID 901 | 120,000 tested, under 10 active; active = well fitted curve in the direction sought with a large enough effect in the signal ratio, not every such curve was filed as active; inconclusive = small, poorly fitted or top-dose-only effect, or a change in a side signal; inactive = no such curve, though single readings can be large or run the other way; the % refers to the signal ratio;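 also: cells stimulated with carbachol in lithium chloride buffer; plate controls were DMSO basal wells for no effect and reference inhibitor wells for full effect; higher means more IMPase inhibition seen as more IP1 and lower FRET ratio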
# Target sequence (P97697 whole entry, looked up): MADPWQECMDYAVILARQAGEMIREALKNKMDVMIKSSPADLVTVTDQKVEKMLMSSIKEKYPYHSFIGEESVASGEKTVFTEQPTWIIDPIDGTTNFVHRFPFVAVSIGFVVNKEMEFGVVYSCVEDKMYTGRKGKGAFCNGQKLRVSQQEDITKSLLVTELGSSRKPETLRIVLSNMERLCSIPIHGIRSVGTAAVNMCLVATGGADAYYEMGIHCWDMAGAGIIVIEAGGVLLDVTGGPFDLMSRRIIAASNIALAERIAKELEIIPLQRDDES
#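 The IP-One HTRF competitive assay in carbachol-stimulated CHO-M1 cells quantifies cellular IP1. Compounds spanned up to 46 uM final, and activity is expressed as AC50 from concentration-response fits of the ratio and donor data.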
# An asterisk follows results filed as active; u = inconclusive; x = not tested or not shown; & = joins results of further samples; [ ] = another dose, or the depositor's remark. Unless noted, calls follow the shape of the dose curve; as a rule, active = well fitted curve in the direction sought with a large enough effect; inconclusive = small, poorly fitted or top-dose-only effect, or another doubt; inactive = no such curve, though single readings can be large; an effect the other way counts as inactive or inconclusive. Unless noted, % is scaled to controls: 0 for no effect and ±100 for the full control effect.
SMILES,PNC assembly inh,15-hLO-2 inh,12-hLO inh,IMPase inh
CCc1ccccc1OC[C@@H](O)CN[C@H]1CCCc2ccccc21,x,56%[activator],-13%,-5
CC[C@@]12CCCN3CCc4c(n(c5ccccc45)[C@](O)(C(=O)OC)C1)[C@H]32,x,2%,-1%,4
CC(C)(CO)[C@H](O)C(=O)NCCCO,x,3%[25.6 µM],-3%[25.6 µM],-14[20.6 µM]
CC(C)(C)NCC(O)COc1cccc2c1CC(O)C(O)C2 (stereo unspecified),x,6%,-2%,x
Nc1ncnc2c1c(-c1ccc(Oc3ccccc3)cc1)cn2C1CCCC1,x,33%[activator],-11%,12
CC(=O)Oc1ccc2c(C)cc(=O)oc2c1,15,-2%,-1%,-21
CCCC(=O)O[C@]1(C(=O)COC(C)=O)CC[C@H]2[C@@H]3C[C@H](F)C4=CC(=O)C=C[C@]4(C)[C@@]3(F)[C@@H](O)C[C@@]21C,56,x,-4%,x
CN(C)C/C=C(\c1ccc(Br)cc1)c1cccnc1,x,11%[11.4 µM],6%[11.4 µM],8
COc1cc2nc(N3CCN(C(=O)[C@@H]4COc5ccccc5O4)CC3)nc(N)c2cc1OC,x,26%[25.6 µM],2%[25.6 µM],1[20.6 µM]
COc1cc(N)c(Cl)cc1C(=O)N[C@H]1CCN(CCCOc2ccc(F)cc2)C[C@H]1OC,x,24%[25.6 µM],4%[25.6 µM],-3[20.6 µM]
Cc1cc(=O)oc2cc(O)ccc12,x,4%[25.6 µM],2%[25.6 µM],-17[20.6 µM]
C=Cc1ccccc1,x,-10%,2%,x
C=C1c2cccc(O)c2C(O)=C2C(=O)[C@@]3(O)C(O)=C(C(N)=O)C(=O)[C@@H](N(C)C)[C@@H]3[C@@H](O)[C@H]12,x,5%[25.6 µM],-7%[25.6 µM],-1[20.6 µM]
CC1(C)O[C@@H]2C[C@H]3[C@@H]4C[C@H](F)C5=CC(=O)C=C[C@]5(C)[C@@]4(F)[C@@H](O)C[C@]3(C)[C@]2(C(=O)CO)O1,12,x,0%,x
Cn1ccc2cc3c(cc21)CCN3C(=O)Nc1cccnc1,x,12%&-11%,-6%&4%,18&7
CCCCOc1cc(C(=O)OCCN(CC)CC)ccc1N,x,11%[25.6 µM],4%[25.6 µM],8[20.6 µM]
CC(C)(C)NCC(O)COc1cccc2c1C[C@H](O)[C@H](O)C2 (stereo partly specified),-115*,x,1%,x
CCCCC(CC)COC(=O)c1ccccc1O (stereo unspecified),x,-4%[0.0915 µM],0%[0.00818 µM],x
COc1cc(C2Oc3cc(C4Oc5cc(O)cc(O)c5C(=O)C4O)ccc3OC2CO)ccc1O (stereo unspecified),20,-18%,-12%,x
O=C(c1ccc(F)cc1)C1CCN(CCn2c(=O)[nH]c3ccccc3c2=O)CC1,x,40%[activator][0.0915 µM],-6%[0.00818 µM],x
CCn1cc(C(=O)O)c(=O)c2cc(F)c(N3CCNC(C)C3)c(F)c21 (stereo unspecified),x,-2%,-6%,x
Cc1ccsc1/C=C\C1=NCCCN1C,x,8%[25.6 µM],-5%[25.6 µM],7[20.6 µM]
CCCCCCCCCCCCCCC[C@@H](O)[C@@H](N)CO,x,29%,-4%&-17%,-7
CCCCN(CCCC)CCCOC(=O)c1ccc(N)cc1,0,30%[activator],4%,6[20.6 µM]
O=C1c2c(O)ccc(O)c2C(=O)c2c(NCCNCCO)ccc(NCCNCCO)c21,x,44%[activator],-11%,u
CC1=C(C(=O)O)N2C(=O)[C@@H](NC(=O)[C@@H](N)c3ccc(O)cc3)[C@@H]2SC1,x,10%[25.6 µM],-2%[25.6 µM],-7[20.6 µM]
CN(C(=O)c1c(O)c2ccccc2n(C)c1=O)c1ccccc1,x,10%,-2%,-2
CC12CCC3C(=CCc4cc(O)ccc43)C1CCC2=O (stereo unspecified),x,-8%,-6%,x
Cc1cc(Cn2cnc3c2C[C@@H](C(=O)O)N(C(=O)C(c2ccccc2)c2ccccc2)C3)ccc1N(C)C,x,2%,-5%,10
CCC1OC(=O)C[C@H](O)C(C)[C@@H](O[C@@H]2OC(C)C(O)C(N(C)C)C2O)C(CCN2CC(C)CC(C)C2)CC(C)C(=O)/C=C/C(C)=C\[C@@H]1COC1OC(C)C(O)C(OC)C1OC (stereo partly specified),x,20%,14%,x
CCCC(=O)O[C@]1(C(=O)CCl)[C@@H](C)C[C@H]2[C@@H]3CCC4=CC(=O)C=C[C@]4(C)[C@@]3(F)C(=O)C[C@@]21C,36,x,-4%,x
COc1ccc(C(=O)c2ccccc2)c(O)c1,-16,9%[2.29 µM],-5%,-2
Cc1ccccc1OCC(O)CO (stereo unspecified),x,1%,0%,x
N=c1nc(N2CCCCC2)cc(N)n1O,-115*,11%,0%,5
Cc1scc2c1N(C(=O)CN1CCN(C)CC1)c1ccccc1NC2=O,x,-3%,1%,16
Cc1onc(-c2ccccc2Cl)c1C(=O)N[C@H]1C(=O)N2[C@H]1SC(C)(C)[C@H]2C(=O)O,x,2%[25.6 µM],-3%[25.6 µM],-7[20.6 µM]
CC1CCC2(C(=O)O)CCC3(C)C(=CCC4C3(C)CCC3[C@@]4(C)CC(O)C(O)[C@@]3(C)CO)C2C1C (stereo partly specified),x,-2%,-4%,x
C[C@@]12CC[C@H]3[C@@H](CCC4=CC(=O)CC[C@]43C)[C@H]1CC[C@H]2C(=O)CO,x,7%[25.6 µM],-5%[25.6 µM],-5[20.6 µM]
CCCOc1ccc2nc(NC(=O)OC)[nH]c2c1,u,-5%,5%,x
CCCOc1ccc(C(=O)OCCN(CC)CC)cc1N,x,5%[25.6 µM],-7%[25.6 µM],-2[20.6 µM]
CN[C@@H]1[C@H](O)[C@H](NC)[C@H]2O[C@@]3(O)C(=O)C[C@@H](C)O[C@H]3O[C@@H]2[C@H]1O,x,-1%,3%,7
C[C@H](N)C1CCC(C(=O)Nc2ccncc2)CC1 (stereo partly specified),x,9%,2%,2
CCN(CC)CCOc1ccc(Cc2ccccc2)cc1,x,34%[activator],1%,9
CC[C@]1(O)C[C@H]2CN(CCc3c([nH]c4ccccc34)[C@](C(=O)OC)(c3cc4c(cc3OC)N(C)[C@@H]3[C@](O)(C(=O)OC)[C@H](OC(C)=O)[C@]5(CC)C=CCN6CC[C@]43[C@@H]65)C2)C1,x,36%[activator],-12%,-1
COC(=O)c1ccccc1O,x,3%,1%,x

# Shown as a hit in PNC assembly inh, among the entries above:
SMILES,PNC assembly inh,15-hLO-2 inh,12-hLO inh,IMPase inh
CC(C)(C)NCC(O)COc1cccc2c1C[C@H](O)[C@H](O)C2 (stereo partly specified),-115*,x,1%,x
N=c1nc(N2CCCCC2)cc(N)n1O,-115*,11%,0%,5

# Next section
SMILES,PNC assembly inh,15-hLO-2 inh,12-hLO inh,IMPase inh
CC(Cc1cccc(C(F)(F)F)c1)NCCOC(=O)c1ccccc1 (stereo unspecified),x,30%[activator],-22%,x
COc1ccc(-c2cc(C(F)F)nn2-c2ccc(S(N)(=O)=O)cc2)cc1F,x,2%,-3%,x
O=C(O)c1cc(=O)c2ccccc2o1,x,-5%,-1%,x
CCN(CCCCOC(=O)c1ccc(OC)c(OC)c1)C(C)Cc1ccc(OC)cc1 (stereo unspecified),u,-9%,-4%&0%,x
C[C@@H]1c2cccc(O)c2C(O)=C2C(=O)[C@@]3(O)C(O)=C(C(N)=O)C(=O)[C@@H](N(C)C)[C@@H]3[C@@H](O)[C@@H]21,x,6%[25.6 µM],-3%[25.6 µM],-2[20.6 µM]
CC1(C)[C@@H](O[C@H]2O[C@H](C(=O)O)[C@@H](O)[C@H](O)[C@H]2O[C@@H]2O[C@H](C(=O)O)[C@@H](O)[C@H](O)[C@H]2O)CC[C@]2(C)[C@H]3C(=O)C=C4[C@@H]5C[C@@](C)(C(=O)O)CC[C@]5(C)CC[C@@]4(C)[C@]3(C)CC[C@@H]12,x,-12%[0.0915 µM],0%[0.00818 µM],x
COc1cc(C=O)ccc1O,x,-18%,-2%,-5
CC(C)NNC(=O)c1ccncc1,u,-7%,2%,3[20.6 µM]
CCCCNCC,x,-2%,-3%,x
CCc1cccc(CC)c1NC(=O)CN(CC(=O)O)CC(=O)O,x,40%[activator][25.6 µM],0%[25.6 µM],3[20.6 µM]
CCCCCCCCCCCCCCCC(O)C(N)CO (stereo unspecified),-19,x,-10%,x
C[C@@H]1CC[C@]2(C(=O)O)CC[C@]3(C)C(=CCC4[C@@]5(C)C[C@@H](O)[C@H](O)[C@@](C)(CO)C5CC[C@]43C)C2[C@H]1C (stereo partly specified),x,17%[0.0915 µM],-1%[0.00818 µM],x
Nc1c2ccccc2nc2ccccc12,x,-11%&11%,2%&0%,x

# 17 structures from above, ordered by molar mass, highest first.
SMILES,PNC assembly inh,15-hLO-2 inh,12-hLO inh,IMPase inh
Cc1cc(Cn2cnc3c2C[C@@H](C(=O)O)N(C(=O)C(c2ccccc2)c2ccccc2)C3)ccc1N(C)C,x,2%,-5%,10
CC1CCC2(C(=O)O)CCC3(C)C(=CCC4C3(C)CCC3[C@@]4(C)CC(O)C(O)[C@@]3(C)CO)C2C1C (stereo partly specified),x,-2%,-4%,x
COc1cc(N)c(Cl)cc1C(=O)N[C@H]1CCN(CCCOc2ccc(F)cc2)C[C@H]1OC,x,24%[25.6 µM],4%[25.6 µM],-3[20.6 µM]
CC1(C)O[C@@H]2C[C@H]3[C@@H]4C[C@H](F)C5=CC(=O)C=C[C@]5(C)[C@@]4(F)[C@@H](O)C[C@]3(C)[C@]2(C(=O)CO)O1,12,x,0%,x
C=C1c2cccc(O)c2C(O)=C2C(=O)[C@@]3(O)C(O)=C(C(N)=O)C(=O)[C@@H](N(C)C)[C@@H]3[C@@H](O)[C@H]12,x,5%[25.6 µM],-7%[25.6 µM],-1[20.6 µM]
Cc1onc(-c2ccccc2Cl)c1C(=O)N[C@H]1C(=O)N2[C@H]1SC(C)(C)[C@H]2C(=O)O,x,2%[25.6 µM],-3%[25.6 µM],-7[20.6 µM]
COc1ccc(-c2cc(C(F)F)nn2-c2ccc(S(N)(=O)=O)cc2)cc1F,x,2%,-3%,x
Cc1scc2c1N(C(=O)CN1CCN(C)CC1)c1ccccc1NC2=O,x,-3%,1%,16
CN[C@@H]1[C@H](O)[C@H](NC)[C@H]2O[C@@]3(O)C(=O)C[C@@H](C)O[C@H]3O[C@@H]2[C@H]1O,x,-1%,3%,7
CCc1cccc(CC)c1NC(=O)CN(CC(=O)O)CC(=O)O,x,40%[activator][25.6 µM],0%[25.6 µM],3[20.6 µM]
CC(C)(C)NCC(O)COc1cccc2c1CC(O)C(O)C2 (stereo unspecified),x,6%,-2%,x
CN(C(=O)c1c(O)c2ccccc2n(C)c1=O)c1ccccc1,x,10%,-2%,-2
CCCCCCCCCCCCCCC[C@@H](O)[C@@H](N)CO,x,29%,-4%&-17%,-7
CCN(CC)CCOc1ccc(Cc2ccccc2)cc1,x,34%[activator],1%,9
C[C@H](N)C1CCC(C(=O)Nc2ccncc2)CC1 (stereo partly specified),x,9%,2%,2
Cc1ccsc1/C=C\C1=NCCCN1C,x,8%[25.6 µM],-5%[25.6 µM],7[20.6 µM]
N=c1nc(N2CCCCC2)cc(N)n1O,-115*,11%,0%,5

# Screening results deposited in PubChem BioAssay by National Center for Advancing Translational Sciences (NCATS).

# A portion of the library (hit frequency here may not be typical).
